FXIa inh mix = blocks human factor XIa in pooled compound mixtures | P03951 | purified FXIa, fluorogenic substrate | inhibition, % at 5 µM | hit rate 0.19% among 62,000 | AID 680;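 also: each value is inhibition by a whole ten-compound pool holding the compound; 0% = enzyme with no mixture and 100% = wells lacking enzyme; strong numbers were not always called active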
FXIIa inh mix = inhibitors of human coagulation factor XIIa, pooled mixtures | P00748 | purified FXIIa, fluorogenic substrate | inhibition, % at 5 µM | hit rate 0.2% among 62,000;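 also: 0% = enzyme without compound and 100% = no enzyme blank; some results filed as inactive read as strong as hits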
Target sequence (P00748 20-372 limits assumed): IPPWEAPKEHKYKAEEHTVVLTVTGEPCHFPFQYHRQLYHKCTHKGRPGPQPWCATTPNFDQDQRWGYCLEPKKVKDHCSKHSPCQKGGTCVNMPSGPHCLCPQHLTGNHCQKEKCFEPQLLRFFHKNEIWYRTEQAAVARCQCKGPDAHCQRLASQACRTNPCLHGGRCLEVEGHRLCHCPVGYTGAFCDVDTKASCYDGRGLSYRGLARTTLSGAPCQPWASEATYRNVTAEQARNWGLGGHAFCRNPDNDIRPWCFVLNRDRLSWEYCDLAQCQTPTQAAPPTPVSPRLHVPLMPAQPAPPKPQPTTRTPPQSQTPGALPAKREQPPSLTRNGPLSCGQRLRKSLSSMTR
Target sequence (P00748 373-615 limits assumed): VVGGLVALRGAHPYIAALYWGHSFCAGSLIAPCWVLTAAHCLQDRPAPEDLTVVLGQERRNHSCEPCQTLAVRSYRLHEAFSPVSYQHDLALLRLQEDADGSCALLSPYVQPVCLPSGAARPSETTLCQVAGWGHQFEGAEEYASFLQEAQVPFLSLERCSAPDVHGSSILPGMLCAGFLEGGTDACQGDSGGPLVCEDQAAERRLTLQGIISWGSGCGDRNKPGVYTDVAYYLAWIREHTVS
HTR1A agonist = agonists of human 5-HT1a serotonin receptor; CHO 5-HT1a Ga15 NFAT-bla reporter, FRET ratio; 0% basal, 100% maximal reference agonist; hit rate 0.56% among 65,000; P08908; activation, % at 10 µM;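 active = activation above the screen-wide mean activation plus 3 SD, cut at about 19% in these data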;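 also: 0% = DMSO wells and 100% = 5-CT at EC100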
DUSP1 inh = inhibitors of human MKP-1 phosphatase; P28562; recombinant MKP-1, OMFP hydrolysis fluorescence; inhibition, %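 (compounds tested at a single concentration somewhere between 10 and 100 µM)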; hit rate 0.15% among 65,000; AID 374;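 active = inhibition above about 50%, limit read from the data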;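 also: 0% = DMSO max control wells and 100% = wells with enzyme stopped by NaOH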
C1s block = blocks human complement C1s protease activity | P09871 | purified C1s, fluorogenic AMC substrate, pooled mixtures | mean inhibition % of two 10-compound mixtures (active compounds read high), % at 5 µM (by protocol) | hit rate 0.16% among 62,000;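 active = inhibition above 20% in each of the two 10-compound mixture wells holding the compound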;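 also: 0% = enzyme wells lacking compound mixture and 100% = no-enzyme blank wells; some compounds called inactive have numbers as strong as hits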
CatG inh = blocks human cathepsin G enzyme activity | P08311 | purified enzyme, AMC-tetrapeptide fluorescence, pooled mixtures | inhibition, % at 5 µM (by protocol) | hit rate 0.2% among 62,000;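 active = inhibition above 20% in each of the two mixture wells holding the compound; inactive = inhibition of 20% or less in either well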;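 also: 0% = enzyme control without mixture and 100% = blank lacking enzyme; strong numbers were not always called active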
Target sequence (P08311 21-244 limits assumed): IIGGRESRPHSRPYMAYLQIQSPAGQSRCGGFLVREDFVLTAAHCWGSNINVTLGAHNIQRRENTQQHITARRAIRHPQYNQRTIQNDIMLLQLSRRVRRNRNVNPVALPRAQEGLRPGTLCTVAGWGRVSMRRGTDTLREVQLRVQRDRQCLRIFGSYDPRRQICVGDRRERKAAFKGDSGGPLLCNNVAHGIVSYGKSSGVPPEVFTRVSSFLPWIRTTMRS
Cdc25B block = inhibitors of human Cdc25B phosphatase. inhibition, %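 (compounds tested at 10 µM final in the well)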. recombinant Cdc25B, OMFP fluorescence Ex485/Em525. hit rate 0.1% among 65,000; in the data active = inhibition above about 50%
Hsp90 inh = displaces geldanamycin probe from tumor Hsp90; AID 429; inhibition, % at 30 µM; hit rate 0.35% among 64,000; NCI-N417 lysate Hsp90, Cy3B-geldanamycin FP displacement;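 active = inhibition above 50%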;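 also: 0% = tracer plus lysate wells and 100% = tracer alone without lysate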
CatL inh = inhibitors of human cathepsin L | P07711 | purified cathepsin L, fluorogenic substrate, fluorescence | inhibition, %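 (tested at 10 µM)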 | hit rate 0.17% among 58,000; in the data active = inhibition above about 45%;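 also: 0% = enzyme with no compound and 100% = no enzyme blank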
Active calls of the source: *; / = not tested or not shown. Rule as the data show it, unless noted: active = inhibition above about 20% (passing the limit was not always enough); inactive = the rest.

SMILES	FXIa inh mix	FXIIa inh mix	HTR1A agonist	DUSP1 inh	C1s block	CatG inh	Cdc25B block	Hsp90 inh	CatL inh
CCC1Oc2ccccc2N(CC(=O)NCCCN2CCOCC2)C1=O (configuration not stated)	8	3	-1.2	0	1	-1	-14	-2	6
CCCC(=O)Nc1cccn(Cc2ccccc2Br)c1=O	1	1	-2.8	7	4	9	-10	-6	/
CCN(CC)CCc1c(C)[nH]c(C(=O)OCc2ccccc2)c1C	-3	3	-1.1	-2	-44	-15	-11	-5	11
Cn1c(CCN2CCCCC2)nc2cc(NC(=O)C3CCCCC3)ccc21	-2	6	0.4	-18	7	10	-9	-6	-6
CC(NC(=O)Nc1cccnc1)(C(F)(F)F)C(F)(F)F	/	/	0.1	-25	/	/	-27	-2	-2
CC(=O)Nc1ccc(OC/C=C(\C)Cl)cc1	4	8	-3.8	4	2	2	-4	-1	-3
CCCS(=O)(=O)N1CCCC(C(=O)NCCN(Cc2ccccc2)C(C)C)C1 (configuration not stated)	-5	-16	-0.8	-4	-23	3	7	-1	15
Cc1cc(C)c2oc(=O)cc(CN3CCOCC3)c2c1	0	-18	-0.8	2	1	3	2	-2	0
COc1cc2[nH]c3c(N4CCN(c5ccc(Cl)cc5)CC4)ncnc3c2cc1OC	7	2	1.9	25	-6	-2	9	-6	-5
Cc1ccc2c(C)nc(NC3=NCN(C(C)C)CN3)nc2c1	11	-3	0.5	-11	7	4	-5	-2	-1
Cc1cccc(C)c1NC(=O)COC(=O)c1nonc1N	3	-11	-2.0	-20	17	12	-1	0	24
Nc1ccccc1SCc1cn2ccccc2n1	/	/	-2.3	-2	/	/	-3	-4	/
COc1ccc2c(c1)c(C(=O)CN1CCC3(CC1)OCCO3)c(C)n2C	-2	6	-2.2	0	-34	-2	2	-5	0
CCOCCCNCC(=O)Nc1ccc(OC(F)(F)F)cc1	-2	2	-0.1	14	11	9	-9	0	-9
CCOC(=O)c1cccc(NC(=O)N[C@@H](C)C(=O)OC)c1	8	9	-2.2	-9	14	9	1	1	-10
COc1cccc2cc(-c3nc(-c4cccs4)cs3)c(=O)oc12	3	-6	1.3	12	1	0	3	-4	/
COC(=O)CCS(=O)(=O)c1cc(Cl)ccc1Cl	-1	0	0.0	-2	-17	-12	2	-3	1
Oc1ccc(C=Nc2ccc3ncccc3c2)c(O)c1	/	/	1.6	9	/	/	4	76*	4
CC(=O)NCCOc1ccc2oc3ccccc3c2c1	-2	0	-1.4	3	-33	3	0	-3	3
COc1ccc(NC2c3ncccc3C(=O)N2Cc2ccccc2)c(OC)c1 (configuration not stated)	-1	4	-0.2	25	-9	5	-2	5	-1
CCOc1ccccc1C(=O)N(C)Cc1cc2ccccc2[nH]c1=O	8	11	-1.8	21	2	-2	-11	0	3
Cc1ccc(-c2noc(CCC(=O)Nc3cccc(C#N)c3)n2)cc1	-4	2	-2.3	2	-1	8	-4	-2	12
CC(C)CC(=O)N1CCN(Cc2cccc(F)c2)CC1	11	1	-0.4	0	1	-1	-2	1	11
Clc1ccc(CSc2nnc(Cn3cnc4ccccc43)o2)cc1	2	0	-2.8	4	13	10	-16	-1	0
Cc1cc2cc(CNC(=O)C3CCCC3)ccc2n1C	8	-4	-1.1	5	10	8	-1	-2	8
Continuation:
SMILES	FXIa inh mix	FXIIa inh mix	HTR1A agonist	DUSP1 inh	C1s block	CatG inh	Cdc25B block	Hsp90 inh	CatL inh
CCN(CC)S(=O)(=O)c1cc(C(=O)OC)ccc1Cl	0	12	/	8	-24	-10	-8	/	/
CCN(CC)c1ccc2cc(NC(=O)CCC(=O)O)c(=O)oc2c1	4	0	-3.4	15	-9	13	-3	0	-83
Cc1noc(C)c1S(=O)(=O)N1CCC(C(=O)N2CCC(C)CC2)CC1	4	0	-1.3	17	-6	3	2	1	13
CCCn1c(=O)c(-c2ccccc2)c(O)c2ccccc21	-1	-5	-4.1	-4	13	11	6	-1	8
CCCCCSc1nnc(C)c(=O)[nH]1	10	9	-2.0	4	12	5	-4	-2	1
FC(F)(F)c1ccc(Sc2nnc(-c3cccs3)n2CC2CCCO2)nc1 (configuration not stated)	8	-6	0.1	-2	4	2	-8	0	-1
COc1ccccc1NC(NC(=O)c1ccco1)C(=O)c1ccccc1 (configuration not stated)	6	3	0.0	11	12	9	-21	1	18
CCC(C)NC(=O)CN(c1cc(C)ccc1OC)S(C)(=O)=O (configuration not stated)	-36	0	-3.0	8	-208	-25	5	-5	-2
COC(=O)C1C(c2ccccc2)C(C(=O)N2CCOCC2)C1c1ccccc1 (configuration not stated)	5	6	1.6	-9	35	7	-4	2	11
Cc1ccc(CN2C(=O)C(C)(C)Oc3ccc(C(=O)N4CCCCC4)cc32)cc1	10	3	7.2	-4	0	11	0	1	24
CCOC(=O)c1c(CN2CCCCC2C)oc2ccc(OC)cc12 (configuration not stated)	-1	4	1.1	15	-11	4	-25	-1	-7
CCc1c(C)sc(NC(=O)OC)c1C(=O)N1CCCCC1	3	2	-1.5	29	12	11	6	-1	15
C=CCn1c(=O)c2c3c(sc2n2c(Nc4ccc(OC)cc4)nnc12)CCCC3	3	1	3.2	6	7	8	-6	-3	22
Cc1ccnc(N2C(=O)OC(C)(C)C2(C)O)c1 (configuration not stated)	10	9	-1.6	8	-11	-1	6	5	-1
CCOCC(=O)Nc1ccc(-c2cn3cccnc3n2)cc1	-9	-15	-0.5	-2	-134	-16	-10	-6	-226
O=C(CCn1c(=O)sc2ccccc21)NCc1ccco1	/	/	2.1	4	/	/	-9	-5	/
COc1ccccc1C1NC(=O)NC(C)=C1C(=O)OC1CCCCC1 (configuration not stated)	5	6	-0.2	1	-2	-3	6	1	3
CS(=O)(=O)N(CCc1ccccc1)CC(N)=O	0	0	-0.7	2	-14	-3	1	-2	4
COc1ccc(N(CC(=O)NCc2cccs2)S(=O)(=O)c2cccnc2)cc1	0	8	-2.3	-2	-6	-3	-15	-3	-5
CC(=O)Nc1ccc(C(=O)OC2CCOC2=O)cc1 (configuration not stated)	0	2	0.5	-5	-43	-4	-9	-2	7
COc1ccc(CN2C(=O)CN=C2Nc2cc(C)ccc2C)cc1	11	3	-1.3	23	10	10	-5	3	2
CCCCOC(=O)Cn1c(=O)c2c(nc3n2CCCCN3c2ccc(C)cc2)n(C)c1=O	4	-13	1.5	26	10	7	-9	5	4
COc1ccc(OC)c(NC(=O)c2ccc(S(=O)(=O)N3CCN(C)CC3)cc2)c1	6	2	-3.6	20	11	6	-1	1	-6
CCN(CC)C(=O)N1CCN(C(=O)c2ccc(C)cn2)CC1	7	0	-3.2	10	-105	-8	4	-2	-7
CC1Oc2ccccc2N(CC(=O)Nc2ccc3c(c2)OCCO3)C1=O (configuration not stated)	21*	4	0.0	-23	13	9	-1	1	/

Reprinted from the part before: four entries, followed by the next part.
SMILES	FXIa inh mix	FXIIa inh mix	HTR1A agonist	DUSP1 inh	C1s block	CatG inh	Cdc25B block	Hsp90 inh	CatL inh
CCCCOC(=O)Cn1c(=O)c2c(nc3n2CCCCN3c2ccc(C)cc2)n(C)c1=O	4	-13	1.5	26	10	7	-9	5	4
COc1ccc(OC)c(NC(=O)c2ccc(S(=O)(=O)N3CCN(C)CC3)cc2)c1	6	2	-3.6	20	11	6	-1	1	-6
CCN(CC)C(=O)N1CCN(C(=O)c2ccc(C)cn2)CC1	7	0	-3.2	10	-105	-8	4	-2	-7
CC1Oc2ccccc2N(CC(=O)Nc2ccc3c(c2)OCCO3)C1=O (configuration not stated)	21*	4	0.0	-23	13	9	-1	1	/
Cc1c(OCC(=O)OC(C)C)ccc2c3c(c(=O)oc12)CCC3	3	2	-0.3	-4	14	12	2	0	-12
CCOC(=O)c1ccccc1NC(=O)c1ccc(N(C)S(C)(=O)=O)cc1	3	-5	-2.7	-2	45	40	-2	-4	8
CCCCNc1nc2ccccc2nc1NS(=O)(=O)c1cccs1	7	4	-1.3	-1	-11	-11	6	-2	-19
CCc1nnc(NC(=O)CSc2nnc(-c3ccc(O)cc3)n2-c2ccccc2)s1	-9	10	-2.6	8	-67	-19	-10	2	2
CCCc1ccc(OCc2nc(-c3ccc(NC(=O)c4ccco4)cc3)no2)cc1	7	-19	-1.0	4	32	-9	-9	-7	3
CCN1C(=O)c2n[nH]c(C(=O)OC)c2C1=O	6	2	-0.1	-18	-23	26	-2	-2	15
COCCOC(=O)c1[nH]c2c(c1C)C(=O)CC(c1ccccc1)C2 (configuration not stated)	9	6	0.6	4	10	7	1	-4	0
O=C1CCC(=O)N1CNc1ccc(Oc2ccccc2)cc1	2	16	-0.6	-4	-40	-8	-5	4	/
CCOC(=O)Nc1ccc(Oc2ccccc2)cc1	4	0	1.9	-6	-2	-1	-11	-2	-2
O=C(CSc1nnnn1-c1ccc2c(c1)OCCO2)c1cccc2c1OCCO2	-7	2	-2.5	-4	-13	4	4	-8	-6
COC(=O)CSc1nnc(CNC(=O)c2ccco2)n1-c1ccc(F)cc1	7	0	-3.4	-21	-6	-3	-11	-1	-3
CC(=O)c1c(C)[nH]c(C(=O)OCc2nnc(-c3ccccc3)o2)c1C	1	-1	-0.8	8	0	8	24	-1	5
CCN(CC)CCCNc1nc2ccccc2[nH]1	7	4	-1.2	-2	16	9	-6	1	/
CCOC(=O)c1ccc(NC(=O)c2nccnc2C(=O)O)cc1	6	16	0.9	3	-20	0	-2	0	25
NC(=O)Cn1c(=O)n(CCCC(=O)NC2CCN(Cc3ccccc3)CC2)c(=O)c2ccccc21	5	0	-1.3	10	2	-1	7	-2	7
Cc1ccc(O)c(C(=O)c2cc(C#N)c(=O)n(CC3CCCO3)c2)c1 (configuration not stated)	-1	1	-0.5	13	0	9	-21	4	3
Cc1ccc(S(=O)(=O)c2nc(S(C)(=O)=O)sc2N(C)C)cc1	0	3	-3.0	1	-8	-7	-1	1	8
CN(C)c1nc(SCCOC(=O)c2ccccc2)nc(N(C)C)n1	-12	6	0.4	-10	-84	-7	-18	-1	-4
S=c1[nH]nc(-c2ccccc2)n1CC1CCCO1 (configuration not stated)	13	8	-1.1	8	17	12	3	-2	-5

Only CatG inh, for 7 of the compounds above:
structure	CatG inh
CCN(CC)c1ccc2cc(NC(=O)CCC(=O)O)c(=O)oc2c1	13
Cc1noc(C)c1S(=O)(=O)N1CCC(C(=O)N2CCC(C)CC2)CC1	3
CCCn1c(=O)c(-c2ccccc2)c(O)c2ccccc21	11
CCCCCSc1nnc(C)c(=O)[nH]1	5
FC(F)(F)c1ccc(Sc2nnc(-c3cccs3)n2CC2CCCO2)nc1 (configuration not stated)	2
COc1ccccc1NC(NC(=O)c1ccco1)C(=O)c1ccccc1 (configuration not stated)	9
CCC(C)NC(=O)CN(c1cc(C)ccc1OC)S(C)(=O)=O (configuration not stated)	-25

Grouped by structure: those above with a furan ring, fused or not (6)
SMILES	FXIa inh mix	FXIIa inh mix	HTR1A agonist	DUSP1 inh	C1s block	CatG inh	Cdc25B block	Hsp90 inh	CatL inh
CC(=O)NCCOc1ccc2oc3ccccc3c2c1	-2	0	-1.4	3	-33	3	0	-3	3
COc1ccccc1NC(NC(=O)c1ccco1)C(=O)c1ccccc1 (configuration not stated)	6	3	0.0	11	12	9	-21	1	18
CCOC(=O)c1c(CN2CCCCC2C)oc2ccc(OC)cc12 (configuration not stated)	-1	4	1.1	15	-11	4	-25	-1	-7
O=C(CCn1c(=O)sc2ccccc21)NCc1ccco1	/	/	2.1	4	/	/	-9	-5	/
CCCc1ccc(OCc2nc(-c3ccc(NC(=O)c4ccco4)cc3)no2)cc1	7	-19	-1.0	4	32	-9	-9	-7	3
COC(=O)CSc1nnc(CNC(=O)c2ccco2)n1-c1ccc(F)cc1	7	0	-3.4	-21	-6	-3	-11	-1	-3

Assay outcomes: PubChem, several laboratories
